Compound activity: PubChem BioAssay, National Center for Advancing Translational Sciences (NCATS)
IMPase Li cell: IMPase inhibition in cells with lithium potentiation. CHO-M1 cells, IP1 TR-FRET (IP-One), carbachol + lithium. Potency, µM (doses to about 59.4 µM), for the others: top-dose activity, negative = IMPase inhibition, hits mostly inhibitors. actives 0.35% (n = 210,000). AID 1457;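 also: IP1 builds up when IMPase is blocked and the TR-FRET signal falls; potency is read from the fitted curve at half-maximal effect; plate controls were basal vehicle for no effect and high inhibitor control for full effect; nearly all actives have a fitted effect of over 50% in size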
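Test compounds were applied to CHO-M1 cells previously cultured for 16–30 h at 2000 per well. A small lithium amount accompanied them; after 30 min at 37C, IP1 was quantified by TR-FRET.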
NPSR antagonist: antagonists of human neuropeptide S receptor cAMP signaling. Q6W5P4. CHO-NPSR cells, cAMP TR-FRET, antagonist mode. Potency, µM (top dose mostly 38.3 µM), inactives show top-dose activity change, negative = inhibition, usual class: inhibitors. actives 1% (n = 220,000). AID 1461; also: potency is read from the fitted curve at half-maximal effect; % is scaled to controls: 0 for no effect and ±100 for the full control effect; nearly all actives have a fitted effect of over 50% in size; many of its hits are not listed in these tables
Target sequence (Q6W5P4 whole entry, looked up): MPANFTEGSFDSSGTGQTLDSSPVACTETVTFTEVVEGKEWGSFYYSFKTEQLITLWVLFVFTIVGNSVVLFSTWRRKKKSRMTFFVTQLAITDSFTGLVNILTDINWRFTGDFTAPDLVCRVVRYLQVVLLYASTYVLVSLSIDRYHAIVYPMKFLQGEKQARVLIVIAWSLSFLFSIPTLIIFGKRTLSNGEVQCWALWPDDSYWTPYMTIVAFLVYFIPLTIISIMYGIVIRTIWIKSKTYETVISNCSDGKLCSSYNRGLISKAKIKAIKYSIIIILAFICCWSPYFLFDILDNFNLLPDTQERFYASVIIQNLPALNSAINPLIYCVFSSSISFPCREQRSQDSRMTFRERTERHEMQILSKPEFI
HttQ103 aggreg: reduces HttQ103-GFP aggregates in PC12 cells; PC12 HttQ103-GFP aggregates, Acumen cytometry, 40 h; Potency, µM (top dose mostly 46.1 µM), for inactives: at the highest dose activity change, negative = inhibition, hits mostly inhibitors; actives 1.1% (n = 220,000); also: potency is read from the fitted curve at half-maximal effect; % is scaled to controls: 0 for no effect and ±100 for the full control effect; nearly all actives have a fitted effect of over 60% in size
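Huntingtin Q103 exon 1–GFP aggregates in induced PC12 cells (100 nM tebufenozide) were quantified by cytometry from lysates, with compounds dosed in titration.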
Epigenetic derep: epigenetic control regulation, reporter derepression; murine LDR cells, GFP reporter derepression, 30 h; Potency, µM (top dose mostly 53.9 µM), without a hit: at the highest dose GFP activation, actives largely listed as activators; actives 0.2% (n = 280,000); AID 1865; also: potency is read from the fitted curve at half-maximal effect; % of control where 0% means no effect; nearly all actives have a fitted effect of over 60% in size
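Readout is the number of GFP-expressing murine LDR cells, counted by cytometry following washing. Cells were treated with compound for 30 h at 37 C; the stably integrated CMV-GFP locus is normally silent.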
L3MBTL1 block: blocks human L3MBTL1. Q9Y468. AlphaScreen L3MBTL1–H3K9me1 peptide binding. Potency, µM (doses to about 57.1 µM), for inactives: at the highest dose activity, negative = inhibition, usual class: inhibitors. actives 0.66% (n = 230,000); also: potency is read from the fitted curve at half-maximal effect; % is scaled to controls: 0 for no effect and ±100 for the full control effect; nearly all actives have a fitted effect of over 60% in size
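L3MBTL1 50 nM + b-AHA-H3(1-15)K9me1 75 nM, 30 min RT; compound added, 30 min RT; streptavidin donor/Ni-chelate acceptor beads 10 ug/mL each final, 30 min RT dark; AlphaScreen read.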
CBFb RUNX1 block: inhibitors of human CBF-beta and RUNX1 interaction. Q01196+Q13951. AlphaScreen CBFb-His/RUNX1-biotin binding, biochemical. Potency, µM (top dose mostly 59.8 µM), for inactives: at the highest dose activity, negative = inhibition, hits mostly inhibitors. 230,000 tested, under 10 active; also: % of control where 0% means no effect
Target sequence (Q01196 whole entry, looked up): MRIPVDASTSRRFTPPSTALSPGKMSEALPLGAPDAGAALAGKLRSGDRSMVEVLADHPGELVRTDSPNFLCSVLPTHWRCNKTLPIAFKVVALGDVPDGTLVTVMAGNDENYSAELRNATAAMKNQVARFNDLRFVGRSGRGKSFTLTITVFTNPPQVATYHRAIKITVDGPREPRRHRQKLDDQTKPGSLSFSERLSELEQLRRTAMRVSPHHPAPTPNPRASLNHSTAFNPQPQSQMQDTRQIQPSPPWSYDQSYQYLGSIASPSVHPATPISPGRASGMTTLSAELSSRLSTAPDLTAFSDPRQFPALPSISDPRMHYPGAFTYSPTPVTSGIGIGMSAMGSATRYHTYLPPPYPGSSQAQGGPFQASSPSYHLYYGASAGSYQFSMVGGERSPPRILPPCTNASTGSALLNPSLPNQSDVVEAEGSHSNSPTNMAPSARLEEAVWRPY
Target sequence (Q13951 whole entry, looked up): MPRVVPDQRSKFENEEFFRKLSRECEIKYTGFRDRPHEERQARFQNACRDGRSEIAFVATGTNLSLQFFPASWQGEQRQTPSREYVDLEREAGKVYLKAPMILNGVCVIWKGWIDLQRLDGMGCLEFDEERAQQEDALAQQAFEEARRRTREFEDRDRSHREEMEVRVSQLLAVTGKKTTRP
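AlphaScreen binding: CBFb-His and RUNX1-biotin (30 nM each) preincubated 20 min, compound added for 15 min, then nickel and streptavidin beads for 90 min, all at room temperature. Disruption of the interaction by any mechanism counts as activity.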
KinaseGlo FLuc: Kinase-Glo luciferase inhibition (counter-screen); Kinase-Glo luciferase, ATP luminescence, 8 min; Potency, µM (titrated, usually from 38.3 µM), without a hit: at the highest dose activity change, negative = inhibition, usual class: inhibitors; actives 0.28% (n = 200,000); AID 1379; also: potency is read from the fitted curve at half-maximal effect; % is scaled to controls: 0 for no effect and ±100 for the full control effect; nearly all actives have a fitted effect of over 60% in size
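Substrate mix (final 50 mM imidazole pH 7.2, 50 mM KCl, 7 mM MgCl2, 10 uM ATP, 0.01% Tween 20, 0.05% BSA) plus pin-tool compound, then Kinase-Glo detection mix; 8 min ambient, luminescence read.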
An asterisk follows results filed as active; ? = inconclusive; . = no result given; [ ] = dose if it differs, or a comment. Calls follow the shape of the dose curve; as a rule, active = well fitted curve in the direction sought with a large enough effect; inconclusive = small, poorly fitted or top-dose-only effect, or another doubt; inactive = no such curve, though single readings can be large; an effect the other way counts as inactive or inconclusive.

The first 3 entries (preview)
SMILES	IMPase Li cell	NPSR antagonist	HttQ103 aggreg	Epigenetic derep	L3MBTL1 block	CBFb RUNX1 block	KinaseGlo FLuc
CCCCC(=O)Nc1cccc(NC(=O)c2ccc3c(c2)OCO3)c1	17%[38.3 µM]	-2%[46.1 µM]	-12%	1.1%	2%	3%	-6%
O=C(NCCCc1ccccc1)c1ccccc1O	1%[38.3 µM]	?	10µM*	2.0%	.	2%	-1%
O=c1ccc(Cc2ccccn2)n[nH]1	35%[activator][38.3 µM]	-11%[46.1 µM]	4%	0.0%	.	?	-4%

All compounds of this part, from the first entry:
SMILES	IMPase Li cell	NPSR antagonist	HttQ103 aggreg	Epigenetic derep	L3MBTL1 block	CBFb RUNX1 block	KinaseGlo FLuc
CCCCC(=O)Nc1cccc(NC(=O)c2ccc3c(c2)OCO3)c1	17%[38.3 µM]	-2%[46.1 µM]	-12%	1.1%	2%	3%	-6%
O=C(NCCCc1ccccc1)c1ccccc1O	1%[38.3 µM]	?	10µM*	2.0%	.	2%	-1%
O=c1ccc(Cc2ccccn2)n[nH]1	35%[activator][38.3 µM]	-11%[46.1 µM]	4%	0.0%	.	?	-4%
COC(=O)CCCn1c(C)cc(C(=O)CCl)c1C	5%	3%	5%	?	-9%	-5%	-1%
Cc1ccc(CNC(=O)c2cc3c(s2)CN(Cc2ccccc2)C3)cc1	?	-4%	-1%	1.3%	.	4%	-1%
CC1=C(C(=O)OC(C)C)C(c2cccs2)N2C(=O)CCSC2=N1 (stereo unspecified)	32%[38.3 µM]	-9%[46.1 µM]	8%	-2.1%	-4%	7%	2%
CC1CCN(C(=O)CSc2nnc(Cc3cccn3C)n2-c2ccc(F)cc2)CC1	12%[38.3 µM]	-10%[46.1 µM]	10%	-0.8%	-14%	?	4%
COc1ccc(-c2coc3c(CN4CCOCC4)c(O)ccc3c2=O)cc1	.	-7%	-15%[9.22 µM]	-1.1%	.	-2%	.
CCN(CC)CCn1c(-c2ccccc2)nc2c(NCc3ccccc3)nc(C)nc21	8%	.	.	1.0%	.	-2%	-2%
O=C(NCCc1ccccn1)c1cc(-c2ccccc2Cl)nc2ccccc12	-6%	5%	0%	-1.0%	-18%	-2%	4%
C(=N\Nc1ccccn1)/c1ccc(N2CCOCC2)cc1	10%	-30%	17%[9.22 µM]	11%	?	-3%	-20%
CC(C)Cn1cc(C(=O)N2CCN(c3ccccn3)CC2)c2c3ccccc3n(C)c2c1=O	-7%[38.3 µM]	?	11%	-0.2%	0%	-1%	-6%
Cc1nc(=O)c(-c2ccccc2)c(C)n1CC1CCCO1 (stereo unspecified)	-6%[38.3 µM]	-10%[46.1 µM]	8%	-2.5%	10%	-2%	-1%
CCOC(=O)Oc1ccc2c(=O)c(Oc3cccc(C)c3)coc2c1	7%[38.3 µM]	-13%[46.1 µM]	0%	3.8%	3%	1%	2%
CCN1C(=O)[C@@H]2C(C(=O)c3cnccn3)=NN[C@@H]2C1=O	.	-20%	2%[9.22 µM]	0.1%	10%	-8%	.
CCOCCCNC(=O)C(NC(=O)Cc1cccs1)c1ccccc1 (stereo unspecified)	0%	9%	8%	1.1%	-23%	?	-2%
CCOCCCn1c(SCC(=O)Nc2cccc(S(=O)(=O)NC3=NCCCCC3)c2)nc2ccccc2c1=O	.	-33%	7%[9.22 µM]	-1.0%	-7%	9%	.
CCNc1nc(Oc2ccc(=O)n(-c3ccccc3)n2)nc(N2CCOCC2)n1	-6%[38.3 µM]	-10%[46.1 µM]	3%	0.0%	7%	4%	3%
C[N+](C)(C)CCOC(=O)C1(c2ccccc2)CCCC1	40%[activator][38.3 µM]	-8%[46.1 µM]	0%	0.0%	.	7%	-4%
CCOCC(=O)Nc1cccc(C(=O)OCC)c1	15%[38.3 µM]	-8%[46.1 µM]	-20%	0.0%	.	9%	-1%
COc1ccc([N+](=O)[O-])cc1NC(=O)C(C)OC(=O)c1ccccc1C(=O)c1ccc(Cl)cc1 (stereo unspecified)	5%	-6%	-2%	-1.1%	-16%	-10%	-2%
Cc1cc(-c2ccccc2)nc2cc(C(N)=O)nn12	-3%	12%[46.1 µM]	-1%	1.0%	-15%	-1%	1%
C/C(NCc1cccnc1)=C(\C#N)C(=O)NCc1ccccc1	-13%[38.3 µM]	-9%[46.1 µM]	-6%	-0.3%	-2%	-7%	-9%
CC(C)C(c1nnnn1C1CCCCC1)N1CCOCC1 (stereo unspecified)	5%[38.3 µM]	6%[46.1 µM]	-4%	-5.7%	1%	3%	2%
O=C(NCCOCCNC(=O)OCc1ccccc1)OCc1ccccc1	0%	7%	-19%	-5.9%	.	3%	0%
Cc1[nH]c(=O)[nH]c(=O)c1CSCC(=O)OCC(=O)c1ccc(Br)cc1	2%	16%	-17%	-0.1%	.	-3%	-1%
Cc1cccc(C(CC(=O)NCc2ccco2)c2ccccc2)c1O (stereo unspecified)	3%	-9%	-18%	-0.1%	-9%	-7%	1%
CC(=O)Nc1ccc(S(=O)(=O)NCCCN2CCN(Cc3ccccc3)CC2)cc1Cl	.	5%	5%[9.22 µM]	4.0%	.	11%	.
CN(CC(=O)NCc1ccccc1Cl)CC(=O)Nc1cccc(F)c1	1%	-3%	0%	-0.9%	.	3%	-1%
Cc1cccc(C)c1C(=NCCCN(C)C)c1ccccc1	17%	18%	9%	-1.3%	-11%	8%	-3%
O=C(CO)N/N=C/c1c2ccccc2cc2ccccc12	-10%	-6%	13%	0.3%	-5%	-5%	2%
CCN(CC)S(=O)(=O)c1cc(-c2nnc(-c3ccc(Br)cc3)o2)ccc1Cl	9%[38.3 µM]	?	-11%	-3.5%	9%	6%	-1%
Fc1cccc(Cl)c1CSc1nnc(COc2cccc3cccnc23)o1	34%[activator][38.3 µM]	-24%[46.1 µM]	-25%	-2.7%	.	4%	-1%
O=C(Nc1cccc(NC(=O)c2cccs2)c1)c1ccc([N+](=O)[O-])o1	.	-45%	42%[9.22 µM]	1.2%	.	-1%	.
Nc1nnc(CC(=O)N/N=C/c2ccc(-c3ccc(F)cc3)o2)s1	.	-3%	-15%[9.22 µM]	2.6%	.	3%	.
Cc1sc2nc(CSCC(=O)N(C)c3ccccc3)[nH]c(=O)c2c1C	2%	5%	7%	0.0%	-1%	3%	1%
O=C(NC1CCCCC1)c1ccc(CN2CCOCC2)cc1	33%[activator][38.3 µM]	5%[46.1 µM]	0%	1.4%	.	-2%	-4%
O=C(CSc1nccn1-c1ccccc1)N1CCc2ccccc21	26%[38.3 µM]	-8%[46.1 µM]	8%[9.22 µM]	0.0%	.	-8%	2%
CCN1C(=O)C2(C(C#N)=C(N)Oc3c2c(C)nn3-c2ccccc2)c2ccccc21 (stereo unspecified)	15%[38.3 µM]	-3%[46.1 µM]	23%	1.5%	-1%	1%	-4%
COc1ccc(-n2c(O)c(/C=N/NS(=O)(=O)c3cc(C)ccc3C)c3ccccc3c2=O)cc1OC	-4%	-23%	?	7.5%	-13%	4%	-2%
CCOC(=O)C1C(=O)CC(C)(O)C(C(=O)OCC)C1c1ccco1 (stereo unspecified)	22%[38.3 µM]	-3%[46.1 µM]	-22%	-1.0%	.	1%	0%
CC(C)N1C(=O)CC(Nc2ccc(N3CCOCC3)cc2)C1=O (stereo unspecified)	34%[activator][38.3 µM]	-12%[46.1 µM]	7%	3.0%	.	0%	16%
Cc1cc(C)nc(/N=C(\N)Nc2ccccc2-c2ccccc2)n1	36%[activator]	3%	-6%[9.22 µM]	-1.0%	3%	16%	0%
CNC(=O)CSc1nc2ccccc2c(=O)n1-c1cc(OC)ccc1OC	.	4%	1%[9.22 µM]	-1.0%	.	10%	.
O=C(CCCn1c(=S)[nH]c2ccccc2c1=O)N1CCN(c2cccc(Cl)c2)CC1	30%[38.3 µM]	-23%[46.1 µM]	26%	8.1%	4%	4%	1%
O=C(Cn1cnc2c(nnn2Cc2ccccc2)c1=O)NCc1ccco1	-1%[38.3 µM]	2%[46.1 µM]	-35%	0.0%	-2%	2%	0%
CSC(=Nc1cccc(C)c1)NC#N	3%	11%	26%	2.1%	1%	-2%	-2%
Cc1nnc(SCC(=O)c2ccc(Br)cc2)s1	0%	2%	4%	2.6%	6%	0%	-1%
N#CC(=C=[N-])c1nc2ccccc2nc1-[n+]1cccc(NC(=O)c2cccs2)c1	.	-10%	3%[9.22 µM]	0.0%	-7%	1%	.
Clc1ccc(/C=N/Nc2nnc(Cl)c3ccccc23)cc1	2%	-5%[46.1 µM]	-13%	2.4%	-4%	2%	-19%
CCn1c(SCc2nnc(-c3ccccc3)o2)nnc1-c1ccc(S(=O)(=O)N2CCCC2)cc1	31%[activator][38.3 µM]	-22%[46.1 µM]	13%	-1.0%	.	2%	-7%
CCOC(=O)C1=NOC(CN(c2ccccc2)S(=O)(=O)c2ccc(Cl)cc2)C1 (stereo unspecified)	11%	-24%	5%	-2.1%	?	15%	-3%
Cc1ccc(CNC(=O)CCCn2c(=O)c3ccccc3n(CC(=O)NC3CCCC3)c2=O)cc1	17%[38.3 µM]	-9%[46.1 µM]	2%	1.6%	6%	10%	1%
CC(C)c1ccc(C(=O)N2CCCN(C(=O)c3ccc(C(C)C)cc3)CC2)cc1	12%	21%	19%	-0.9%	9%	7%	0%
O=S(=O)(c1ccc(-c2csc(-c3cccnc3)n2)cc1)N1CCCC1	22%[38.3 µM]	?	-27%	-2.1%	-12%[11.4 µM]	6%	2%
CSc1nnc(-c2cnccn2)n1C	-7%	-7%[46.1 µM]	-11%	-1.8%	7%	-1%	1%
O=C(CCC1CCCN(c2ncccn2)C1)NCc1ccccc1F (stereo unspecified)	2%	-3%	14%[9.22 µM]	-0.2%	-26%	4%	.
COc1ccc(OC)c(NC(=O)C(=O)NNC(=O)C23CC4CC(CC(C4)C2)C3)c1	.	-58%	-7%[9.22 µM]	?	3%	-2%	.
CCc1nnc(NS(=O)(=O)c2ccc(NC(=S)NC(=O)/C=C/c3ccc([N+](=O)[O-])cc3)cc2)s1	.	8%	4%[9.22 µM]	-2.6%	.	8%	.
Cc1c(C(=O)N2CCc3ccccc3C2)oc2ccc(S(=O)(=O)N3CCCCCC3)cc12	11%	-44%	-14%	-1.8%	-1%	2%	2%
Cn1c(=O)c2c(ncn2CC(O)CNc2ccc(Br)cc2)n(C)c1=O (stereo unspecified)	27%[38.3 µM]	5%[46.1 µM]	-13%	0.0%	.	0%	1%
Cc1cc(C)nc(NS(=O)(=O)c2ccc(NC(=O)CN3C(=O)c4ccccc4C3=O)cc2)n1	15%[38.3 µM]	-5%[46.1 µM]	-1%	0.7%	.	7%	0%

Some of the compounds tested; count on the stated rates, not on these rows.
